DAGLB inhibitor: DAGLB lipase inhibitors, primary screen, biochemical, fluorescence, HTS; Diacylglycerol lipase-beta (Homo sapiens), Q8NCG7; inhibition, % at 5.17 µM; HEK293T DAGLB membrane lysate, EnzChek fluorogenic substrate; AID 504411, 2011; 340,000 tested, 0.059% active; in the data active means inhibition above about 34%;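 further: 0% = enzyme with vehicle and 100% = wells lacking enzyme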
Target sequence (Q8NCG7 whole entry, looked up): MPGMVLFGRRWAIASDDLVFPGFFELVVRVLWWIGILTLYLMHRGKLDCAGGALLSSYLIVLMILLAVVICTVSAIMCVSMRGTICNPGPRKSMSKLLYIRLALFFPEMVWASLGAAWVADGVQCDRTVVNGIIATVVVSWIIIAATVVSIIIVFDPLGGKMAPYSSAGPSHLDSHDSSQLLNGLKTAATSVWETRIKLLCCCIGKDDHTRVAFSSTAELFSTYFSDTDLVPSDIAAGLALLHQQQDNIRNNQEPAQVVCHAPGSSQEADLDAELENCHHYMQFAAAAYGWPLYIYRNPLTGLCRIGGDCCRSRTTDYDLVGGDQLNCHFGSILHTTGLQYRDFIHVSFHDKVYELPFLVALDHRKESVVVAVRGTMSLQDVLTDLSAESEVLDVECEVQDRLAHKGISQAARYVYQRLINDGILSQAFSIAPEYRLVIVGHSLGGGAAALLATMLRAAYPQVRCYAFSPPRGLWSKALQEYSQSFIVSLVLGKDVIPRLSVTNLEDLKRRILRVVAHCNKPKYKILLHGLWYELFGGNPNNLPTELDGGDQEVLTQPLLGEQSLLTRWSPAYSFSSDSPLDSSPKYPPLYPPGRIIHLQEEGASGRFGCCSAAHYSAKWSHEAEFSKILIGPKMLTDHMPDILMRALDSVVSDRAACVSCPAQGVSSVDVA
PKA-R2B activ: activators of PKA-R2B holoenzyme, primary screen, biochemical, fluorescence polarization, Cy5-IP20, human | PKA-R2B holoenzyme dissociation; R2B truncated from residue 108, S112A mutant; 0% DMSO only, 100% 113 µM cGMP | 340,000 tested, 0.079% active | AID 504700, 2011 | cAMP-dependent protein kinase catalytic subunit beta (Homo sapiens) + cAMP-dependent … | activation, % at 11.4 µM;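 active means activation above a cutoff set at the mean over all compounds plus 3 SD, cut at about 18% in these data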;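 further: higher means more holoenzyme dissociation and a rise in polarization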
Target sequence (P31323 whole entry, looked up, other chains not shown, the tested form may be a part): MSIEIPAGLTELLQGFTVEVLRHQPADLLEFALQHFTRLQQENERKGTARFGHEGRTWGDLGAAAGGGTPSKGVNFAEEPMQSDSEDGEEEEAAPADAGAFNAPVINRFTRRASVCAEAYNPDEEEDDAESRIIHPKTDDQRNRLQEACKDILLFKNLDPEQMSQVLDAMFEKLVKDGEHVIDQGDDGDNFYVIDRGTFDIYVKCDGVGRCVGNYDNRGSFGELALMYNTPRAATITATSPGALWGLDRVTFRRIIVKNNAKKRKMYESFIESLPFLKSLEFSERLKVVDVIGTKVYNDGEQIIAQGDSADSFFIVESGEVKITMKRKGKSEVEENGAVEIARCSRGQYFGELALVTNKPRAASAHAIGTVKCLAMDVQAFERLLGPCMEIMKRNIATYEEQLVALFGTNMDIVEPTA
SUMO Mot1 rescue: yeast Mot1-301 growth rescue at high temperature, primary screen, SUMOylation pathway inhibitor project, S. cerevisiae, ATP luminescence, 38.5C; S. cerevisiae Mot1-301 growth rescue; percent above DMSO median, 100 means doubled; growth rescue, % at 18.8 µM; 320,000 tested, 1% active;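 active means every valid replicate shows activation above 250% relative to neutral control wells; inactive means the rest, any valid replicate at or below 250%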;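 further: OY570 slx delta 5 strain wells were the positive control but not used for scaling; some compounds called inactive have numbers as strong as hits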
PKA-R1A act: activators of PKA-R1A holoenzyme, primary screen, biochemical, fluorescence polarization, Cy5-IP20, bovine R1A, mouse PKAc | 340,000 tested, 0.083% active | PKA-R1A dissociation; scaled: DMSO 0%, 113 µM cGMP 100% | activation, % at 11.4 µM | AID 504707, 2011 | cAMP-dependent protein kinase type I-alpha regulatory subunit (Bos taurus) + …;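 active means percent activation above the mean of all tested compounds plus 3 SD, cut at about 19% in these data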;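 further: higher means more PKAc released from R1A so a rise in polarization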
HTR5A ag ctr: HTR5A agonists in luminescence cell assay, primary screen, counter-screen for OPRM1-OPRD1 heterodimer agonist project, full-deck HTS | AID 504692, 2011 | cell-based | activation, % at 9.3 µM | 340,000 tested, 0.61% active | 5-hydroxytryptamine receptor 5A (Homo sapiens), P47898; in the data active means activation mostly above about 9.5%, no sharp cut-off; inactive means mostly below about 7.6%;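 further: 0% = cells with vehicle only and 100% = reference agonist; strong numbers were not always called active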
phage Ecoli inh: growth loss of phage-infected E. coli, primary screen, RecBCD inhibitor project, absorbance, with phage, HTS. inhibition, % at 11.9 µM. 360,000 tested, 0.26% active; in the data active means inhibition above about 11%
Tat transport: E. coli Tat export inhibitors, primary screen, MC4100, TorA-mCherry reporter, fluorescence, single point | inhibition, % at 10 µM | 340,000 tested, 0.036% active;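 active means mean replicate inhibition at least 50% and at least half of replicates individually reaching 50%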;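 further: exported cargo escapes ClpAP degradation while cytoplasmic cargo is degraded and loses fluorescence; 0% = median of neutral control wells and 100% = median of NaSCN control wells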
E coli growth: E. coli V3065 growth inhibition, primary screen, counter-screen for AddAB inhibitor project, absorbance, OD600; inhibition, % at 11.9 µM; 330,000 tested, 0.27% active; 18 h;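 active means inhibition above the campaign's mean inhibition across all tested compounds plus 3 SD, cut at about 9.9% in these data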;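 further: uninfected addAB+ strain grown without phage in ampicillin broth; 0% = DMSO wells and 100% = ciprofloxacin 0.95 µg/ml wells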
AddAB inh: growth inhibition of E. coli expressing H. pylori AddAB, primary screen, AddAB inhibitor project, absorbance; inhibition, % at 11.9 µM; 330,000 tested, 0.29% active; AID 435030, 2010; in the data active means inhibition above about 12%;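 further: 0% = vehicle wells of infected cells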
HTR5A inv ctr: HTR5A inverse agonists in luminescence cell assay, primary screen, counter-screen for OPRM1-OPRD1 heterodimer inverse agonist project, full-deck HTS; 5-hydroxytryptamine receptor 5A (Homo sapiens), P47898; inhibition, % at 9.3 µM; 340,000 tested, 0.083% active; HTR5A cell line, inverse agonism; in the data active means inhibition mostly above about 23%, no sharp cut-off; inactive means mostly below about 18%;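 further: 0% = cells with DMSO and 100% = no-cell wells with DMSO; some compounds called inactive have numbers as strong as hits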
CDK5 inh: inhibitors of human CDK5/p35 kinase, primary screen, biochemical, single concentration; Cyclin-dependent kinase 5 (Homo sapiens) + Cyclin-dependent kinase 5 activator 1 (Homo …; Recombinant CDK5/p35, ADP-Glo luminescence, 60 min; inhibition, % at 10 µM; 330,000 tested, 0.01% active; AID 488839, 2010;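 active means highest replicate inhibition of at least 50% and at least 75% of replicates reaching 50%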;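 further: plate controls were DMSO neutral control for no effect and GW8510 at 10 µM for full effect; many of its hits are not listed in these tables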
Starred values were filed as active, the others as inactive; · = not tested or not shown; & = joins results of further samples.

SMILES	DAGLB inhibitor	PKA-R2B activ	SUMO Mot1 rescue	PKA-R1A act	HTR5A ag ctr	phage Ecoli inh	Tat transport	E coli growth	AddAB inh	HTR5A inv ctr	CDK5 inh
O=C(CSCc1ccc([N+](=O)[O-])cc1)NC1CC2CCC1C2 (stereo not drawn)	0.1	11.1	-13.2	-11.5	0.2	-0.2	-0.2	-1.1	0.6	-0.6	-1.5
CCOc1cc(C(=O)Nc2c3c(nn2C(C)(C)C)CS(=O)C3)cc(OCC)c1OCC (stereo not drawn)	-2.2	-7.4	-4.9	-2.7	2.7	4.5	5.1	2.9	0.3	-5.8	0.3
Cc1ccc(-n2c3nc(=O)[nH]c(=O)c-3cc3cc([N+](=O)[O-])ccc32)cc1	26.3	-10.3	178.2	-10.2	-1.5	5.1	-2.1	3.6	3.9	-1.3	0.6
O=C(O)CSc1cccc2cccnc12	-1.9&-1.6	-0.1&-4.1	95.8&196.5	3.8&0.8	0.4&1.4	-0.5&4.2	-6.6&-9.0	-0.6&-1.1	4.7&0.0	-1.1&-3.9	-1.0&0.7
CC(C)(C)OC(=O)NCCc1nnc(S(=O)(=O)Cc2ccc(Cl)cc2Cl)o1	0.7	5.6	87.3	3.4	-12.1	3.3	15.2	0.5	2.3	26.5	0.3
CNC(=O)c1ccsc1NC(=O)CCS(=O)(=O)c1ccc(Cl)cc1	1.7	-18.7	-32.5	-3.9	1.1	2.4	17.7	-1.3	0.6	-2.9	2.4
CCOC(=O)c1ccc[n+](CC(=O)Nc2cc(C(F)(F)F)ccc2Cl)c1	-2.1	-2.5	·	-17.3	-2.3	4.5	11.2	2.7	0.7	-8.5	1.9
N#C/C(=C/c1ccc(-c2ccccc2)o1)c1nc(-c2cccs2)cs1	-45.4	-16.1	-8.4	-19.4	2.8	1.2	2.4	-2.5	-2.2	11.7	-1.5
CC(=O)c1c(N2CCCC2)nc(=S)n(-c2ccccc2)c1C	0.5	-6.0	-16.2	0.0	-3.9	0.0	10.2	-0.9	2.5	11.3	-3.3
COCCn1c(COc2ccccc2)nnc1SCC(N)=O	3.2	-9.8	·	0.7	-2.8	-0.8	2.5	·	·	20.5	2.8
Cc1cc(C)nc(Nc2ccc(F)cc2)n1	-1.4	-0.8	15.6	-10.0	-3.2	-3.9	0.2	2.5	1.0	11.8	-1.3
COc1cc2c(c(OC)c1)C(c1ccncc1)CC(=O)N2 (stereo not drawn)	2.4	-3.9	13.8	-7.4	1.0	2.2	-3.4	-1.0	-1.9	-2.9	-1.6
COc1cccc(C(=O)Nc2c(F)c(F)c(F)c(F)c2F)c1	-1.2	1.2	-4.5	-12.3	1.5	3.4	-5.5	3.2	1.8	8.6	0.5
CC1CC1C(=O)Nc1ccc(-c2ccccc2)cc1 (stereo not drawn)	-3.5	3.5	-3.8	-1.3	5.2	4.7	-2.2	-1.4	-1.0	-7.9	0.4
Cc1cccc(OCc2nc3ccccc3n2C)c1	0.0	1.2	-25.5	-7.6	-4.9	-1.8	-2.7	-1.2	1.5	18.4	0.3
N#Cc1c(-c2ccccc2)nc(-c2ccncc2)[nH]c1=O	2.6	-0.6	9.3	-1.0	1.2	1.9	4.0	-1.2	1.3	1.8	-0.4
Cc1c(C=O)c2ccccc2n1CC(=O)NCc1ccc2c(c1)OCO2	1.8	1.4	4.6	-7.2	2.6	1.4	1.1	-0.3	1.8	-6.8	1.1
CCOC(=O)c1cc(C(=O)OCC)c2cc(Br)ccc2n1	-10.1	-0.6	-21.2	-1.0	0.9	1.6	7.1	-0.7	0.1	3.0	1.0
Cc1ccc(C(=O)N/N=C\c2c(C)nn(-c3ccccc3)c2Cl)cn1	-3.3	2.1	12.5	-8.2	11.9	1.1	0.5	1.2	2.5	-22.2	-0.4
Cc1ccc(C(=O)Nc2nnc(Cc3ccccc3)s2)cc1	0.8	3.4	-8.9	-14.9	-0.2	-0.7	0.0	1.1	0.2	0.7	0.9
CCOC(=O)c1ccc(N2C(=O)CC(N(C)Cc3ccccc3)C2=O)cc1 (stereo not drawn)	0.0	-3.1	94.8	1.0	9.3	2.4	-0.9	0.2	-0.6	-26.3	-0.1
CC(C)(C)n1cnc2cc(NC(=O)c3ccc(Cl)cc3)ccc21	-0.8	-6.7	562.1*	-12.1	-0.9	3.7	-0.8	3.0	5.3	3.5	1.5
COc1cccc(-c2cc(C(F)(F)F)nc(N3CCOCC3)n2)c1	-10.1	-6.2	3.6	-10.2	-7.1	4.1	-2.9	-0.5	1.2	-2.3	0.4
O=C(CN1C(=O)c2ccccc2C1=O)Nc1cccc(S(=O)(=O)Nc2ccccc2Cl)c1	-0.6	1.3	134.2	-10.5	2.2	0.1	-3.4	-0.7	0.6	-8.1	-1.6
COc1cccc(-n2c(-c3ccco3)nc3nc4ccccc4nc32)c1	0.9	-13.8	18.5	-10.2	-3.8	4.0	-5.0	-1.8	-0.7	6.9	-0.4

Continued:
SMILES	DAGLB inhibitor	PKA-R2B activ	SUMO Mot1 rescue	PKA-R1A act	HTR5A ag ctr	phage Ecoli inh	Tat transport	E coli growth	AddAB inh	HTR5A inv ctr	CDK5 inh
COC(=O)c1nnn(-c2ccc(Cl)c(Cl)c2)c1C(=O)OC	-1.3	-9.6	-1.5	-3.9	0.6	-0.6	15.6	-0.3	3.7	-17.2	0.0
CCN(Cc1ccccc1)C(=O)CN1C(=O)c2ccccc2C1=O	1.7	3.5	-3.0	-6.7	-1.4	0.0	16.1	0.9	1.2	5.2	-1.0
Cc1cc2ccccc2c(=O)n1CC(=O)NCC(=O)N1CCN(c2cccc(Cl)c2)CC1	1.1	2.3	-7.1	5.7	-1.1	1.0	-1.3	-2.0	-0.5	2.6	1.1
c1ccc(CSc2ncnc3c2cnn3-c2ccccc2)cc1	-0.8	7.2	·	11.3	-0.2	4.8	4.5	0.9	1.6	-24.2	-0.8
CSC1=NCCN1S(=O)(=O)c1ccc(F)cc1	1.7	-5.9	7.9	-3.5	-2.2	1.1	-1.1	0.9	-0.6	6.2	1.4
O=C(NC(Cc1ccccc1)C(=O)O)/C(=C/c1ccc([N+](=O)[O-])cc1)NC(=O)c1ccccc1 (stereo not drawn)	2.4	-4.2	38.6	10.3	-0.7	2.0	19.0	-0.8	1.7	-11.2	-5.2
CC(C)Nc1ncnc2c1cnn2Cc1ccc(Cl)cc1	0.5	5.8	18.7	1.1	7.2	1.1	-6.3	-0.7	-0.2	-27.1	-2.1
CC1Sc2ccc(Cl)cc2-c2nc(N)ncc21 (stereo not drawn)	-2.0	-5.5	-12.9	1.5	-1.4	3.6	0.1	0.4	2.8	-14.9	1.2
CCc1ccc(NC2=NC(C(=O)NC3CCCCC3)CC(=O)N2)cc1 (stereo not drawn)	-1.1	5.2	-10.2	0.6	9.1	0.8	-6.4	-3.6	-0.8	-21.7	-4.3
CC1CCCN(CC(=O)Nc2ccc(S(=O)(=O)N3CCCCC3)cc2)C1 (stereo not drawn)	-0.5	1.0	-14.7	-11.1	-5.7	0.5	-5.9	-0.9	0.5	13.2	2.0
COc1cc([N+](=O)[O-])ccc1NC(=O)C1CCCN(S(C)(=O)=O)C1 (stereo not drawn)	0.1	-1.5	0.0	-3.3	1.6	0.1	-7.8	4.2	-2.0	13.0	-2.3
CC1(NC(=O)c2cc(S(=O)(=O)N3CCCCC3)ccc2Cl)CCS(=O)(=O)C1 (stereo not drawn)	1.2	-4.6	-11.2	-1.1	-1.0	1.4	-5.7	-1.3	1.0	0.6	0.6
COC(=O)c1ccsc1NC(=O)CCS(=O)(=O)c1ccccc1	-3.0	-0.2	7.5	-0.5	1.3	1.0	-4.1	-1.2	1.9	8.3	-0.8
O=C1CCCC(O)=C1Sc1ccccc1C(=O)O	0.2	-0.1	-19.3	-0.8	-1.9	1.2	0.6	1.8	-16.0	5.0	-1.6
COc1ccc(S(=O)(=O)Cc2ccc(C(=O)N3CCN(c4cccc(C)c4C)CC3)o2)cc1	-1.4	-4.4	-14.9	13.5	1.2	2.4	2.4	-1.3	3.6	-3.6	1.2
CCCSC(=O)N(CC)CC(=O)Nc1c(CC)cccc1CC	0.3	-4.7	·	6.0	-2.2	·	1.8	-0.8	-0.2	-1.1	1.5
COc1ccc(S(=O)(=O)Cc2ccc(C(=O)NCc3ccccc3OC)o2)cc1	-6.5	-4.6	6.3	-3.8	1.7	-0.5	-1.0	-0.1	1.9	10.9	-1.0
COc1ccccc1OCCCCCNCCO	-1.3	-1.0	-15.9	0.9	-2.1	0.3	1.6	1.9	0.9	9.8	1.4
O=C(CSc1nc2ccccc2s1)NNC(=O)Nc1ccc(Cl)c(Cl)c1	-3.6	-0.1	5.9	-4.5	2.1	1.6	-18.6	0.7	1.6	-23.1	0.4
CCCCNC(=O)n1c(SC)nc2ccccc21	-1.0	0.2	-18.4	-10.1	0.8	2.9	4.4	-0.2	3.7	-15.9	-1.7
CC(CC(=O)NC1CCCC1)c1ccccc1 (stereo not drawn)	-0.1	-0.7	81.4	0.6	2.4	-1.6	3.5	-1.5	0.0	-6.0	0.1
c1ccc2cc3c(NCCN4CCOCC4)ccnc3cc2c1	2.4	8.6	·	7.0	2.0	3.6	-0.5	·	·	17.2	0.9
COC(=O)c1ccc(CNC(=O)COC(=O)CC23CC4CC(CC(Br)(C4)C2)C3)cc1	-1.0	-14.0	-2.1	-17.1	4.5	0.4	12.8	-0.4	2.3	-15.5	-0.5
COc1ccc(CNC(=O)C(C)Sc2ccc(C)cc2)cc1 (stereo not drawn)	-6.5	11.8	12.5	4.3	-3.4	4.0	0.7	-3.0	0.2	5.7	2.0
Cc1ccc(C(=O)c2coc3ccc(OCC(=O)O)cc23)cc1	-0.4	3.8	-9.4	1.9	6.5	1.6	1.7	-0.6	-2.3	-9.4	0.0
COc1ccc(-c2nn(-c3ccccc3)cc2C(=O)NCC(c2cccs2)N2CCOCC2)cc1 (stereo not drawn)	-0.3	5.1	1.2	-0.6	1.0	1.8	-7.9	2.4	1.4	-2.6	-1.5
CC(=O)OCC1(C)CN(c2ccccc2)N(C(C)=O)C1=O (stereo not drawn)	-3.2	1.2	132.9	1.2	-4.6	2.1	-0.9	4.0	0.9	10.9	-3.0

From PubChem
